TDP1 block = inhibitors of human tyrosyl-DNA phosphodiesterase TDP1 | recombinant TDP1, AlphaScreen DNA substrate cleavage | 350,000 compounds, 0.28% hits | Potency, µM (highest dose often 130 µM), for inactives: top-dose activity change, negative = inhibition, most hits filed as inhibitors; also: nearly all actives have a fitted effect of over 40% in size
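Recombinant human Tdp1 (E. coli-expressed, 1 nM final) preincubated with compounds 15 min at room temperature, then 5'-biotin/3'-phosphotyrosine-FITC DNA substrate (15 nM final) added for 5 min. AlphaScreen beads (10 ug/ml final) added 10 min; cleavage lowers signal.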
DT40 TDP1 no CPT = qHTS for Inhibitors of human tyrosyl-DNA phosphodiesterase 1 (TDP1): qHTS in cells in absence of CPT; DT40 Tdp1-/- hTDP1 cells, no CPT, ATP luminescence, 48 h; Potency, µM (series often up to 46.2 µM), for inactives: at the highest dose activity change, negative = growth inhibition, actives largely listed as inhibitors; 420,000 compounds, 15% hits; also: nearly all actives have a fitted effect of over 55% in size
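No-CPT arm: Tdp1-/-;hTDP1 DT40 cells (400/well) plus compounds, incubated ≥48 hr at 37 °C. Readout CellTiter-Glo luminescence.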
KAT2A inh = blocks human GCN5L2 histone acetyltransferase | 390,000 compounds, 0.21% hits | GCN5L2 HAT assay, ThioGlo1 CoA-SH fluorescence | Q92830 | AID 504327 | Potency, µM (series often up to 58.9 µM), inactives show at the top dose activity change, negative = inhibition, hits mostly inhibitors
Target sequence (Q92830 whole entry, looked up): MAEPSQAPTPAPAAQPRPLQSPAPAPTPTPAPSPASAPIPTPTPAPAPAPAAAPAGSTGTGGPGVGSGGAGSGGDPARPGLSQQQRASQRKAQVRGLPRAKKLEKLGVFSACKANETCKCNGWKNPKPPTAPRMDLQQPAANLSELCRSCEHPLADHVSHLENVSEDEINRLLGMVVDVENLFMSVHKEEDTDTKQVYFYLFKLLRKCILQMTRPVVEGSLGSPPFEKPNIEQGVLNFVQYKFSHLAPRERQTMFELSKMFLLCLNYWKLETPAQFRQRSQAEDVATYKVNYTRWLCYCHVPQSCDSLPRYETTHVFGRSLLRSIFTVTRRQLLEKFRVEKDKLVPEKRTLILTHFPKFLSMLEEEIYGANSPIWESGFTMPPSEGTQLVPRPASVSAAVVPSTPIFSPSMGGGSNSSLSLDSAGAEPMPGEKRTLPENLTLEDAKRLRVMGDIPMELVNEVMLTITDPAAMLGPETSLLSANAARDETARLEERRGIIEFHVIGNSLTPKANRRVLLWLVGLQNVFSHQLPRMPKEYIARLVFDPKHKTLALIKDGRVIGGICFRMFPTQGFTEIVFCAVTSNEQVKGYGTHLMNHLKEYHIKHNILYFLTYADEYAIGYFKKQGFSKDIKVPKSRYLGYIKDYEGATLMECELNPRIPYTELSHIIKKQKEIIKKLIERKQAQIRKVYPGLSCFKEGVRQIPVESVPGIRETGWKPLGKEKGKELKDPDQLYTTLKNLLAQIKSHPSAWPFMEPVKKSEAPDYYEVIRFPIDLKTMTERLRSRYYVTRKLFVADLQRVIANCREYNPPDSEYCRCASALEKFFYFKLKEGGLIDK
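Free CoA generated was detected with ThioGlo1 (50uM) fluorescence at Ex340nm/Em540nm, read immediately and after 20 min at room temperature. Enzyme, 20 nM in HEPES pH 7.5 buffer, saw compounds 15 min before adding 75uM H3(1-25) peptide and 70uM acetyl-CoA.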
* marks the source's active call; other numbers are inactive results; ? = inconclusive; . = not tested or not shown; [ ] = another dose, or the depositor's remark. Calls follow the shape of the dose curve; as a rule, active = well fitted curve in the direction sought with a large enough effect; inconclusive = small, poorly fitted or top-dose-only effect, or another doubt; inactive = no such curve, though single readings can be large; an effect the other way counts as inactive or inconclusive. % is scaled to controls: 0 for no effect and ±100 for the full control effect; potency is read from the fitted curve at half-maximal effect. Some of the compounds tested, so the mix of outcomes need not match the whole.

Compound	TDP1 block	DT40 TDP1 no CPT	KAT2A inh
CC(C)(C)NC(=O)NC(=O)CSc1n[nH]c(-c2ccccc2Br)n1	0.0%	?	-5.8%
CCc1ccc(N2CC(C(=O)Nc3ccc(S(=O)(=O)N4CCOCC4)cc3)CC2=O)cc1 (centres undefined)	.	?	-2.8%
Cc1ccc(C(=O)NCCc2ccc(S(N)(=O)=O)cc2)cc1[N+](=O)[O-]	-2.6%	-21.0%	-11.7%
Cc1ccc(S(=O)(=O)N2CCCOC2CNC(=O)C(=O)NC2CCCCC2)cc1 (centres undefined)	-5.0%	?	-5.6%
COC(=O)c1ccc(Oc2cc(C)nc(SC)n2)cc1	-2.2%	2.91µM*	-4.8%
O=c1c(C(c2ccc(F)cc2)c2c(O)nc3n(c2=O)CCS3)c(O)nc2n1CCS2	-9.8%	-11.7%	-1.7%
O=C(O)CSc1nnc(NC(=O)c2ccc3c(c2)OCO3)s1	-6.3%	-1.1%	-7.6%
Cn1c(=O)[nH]c2cc(-c3noc(-c4cccc(Cl)c4)n3)ccc21	4.4%	8.7%	14.5%

(next part)
Compound	TDP1 block	DT40 TDP1 no CPT	KAT2A inh
OCCCCNCc1ccc(OCc2ccc(Cl)cc2Cl)cc1	10.7%	23.1µM*	-0.5%
O=C(Nc1sc2c(c1C(=O)O)CCCC2)c1ccc(F)cc1	.	1.4%	-18.8%
COCCn1c(SCC(=O)N2CCCCCC2)nc2c(c1=O)SCC2	2.0%	?	-9.6%
Clc1ccc(OCc2noc(-c3ccsc3)n2)c(Cl)c1	-2.5%	-24.6%	0.0%
Cc1ccc(S(=O)(=O)N2CCC(NC(=O)c3cccc(F)c3)CC2)cc1	2.5%	-26.1%	-3.6%
Cc1nnc(NC(=O)c2cc(S(=O)(=O)N3CCCCC3)ccc2Cl)s1	4.6%	-13.3%	-13.8%
CC(CCc1ccccc1)NC(=O)COC(=O)c1cc(NS(=O)(=O)c2ccc(Cl)c([N+](=O)[O-])c2)ccc1O (centres undefined)	8.0%	?	-9.3%
CC(=O)c1ccc(N(C(=O)Cn2nnc(-c3ccccc3)n2)C(C(=O)NC2CCCCC2)c2ccccn2)cc1 (centres undefined)	1.9%	-5.6%	-9.3%

More compounds.
Compound	TDP1 block	DT40 TDP1 no CPT	KAT2A inh
CCC(=O)Nc1nnc(-c2ccc(OC)cc2)o1	6.5%	-17.4%	-8.6%
COCCN(C(=O)c1ccc(-c2ccc(Cl)cc2)o1)c1c(N)n(CC(C)C)c(=O)[nH]c1=O	1.7%	9.0%	-2.6%
CCN(CC(=O)Nc1ccc(NC(C)=O)cc1)C(=O)c1c(-c2c(F)cccc2Cl)noc1C	5.3%	-2.9%	-1.4%
Cc1cccc(CCn2c(=O)c3ccccc3n(Cc3ccccc3C)c2=O)c1	-2.5%	16.4µM*	-3.0%
CCOC(=O)c1cnc2ncnn2c1N	1.2%	-28.4%	-4.5%
CCN(CC(=O)NCc1cccs1)C(=O)c1ccc(OC)c(S(=O)(=O)N2CCOCC2)c1	.	-13.2%	-3.7%
Cc1cc2oc(C(=O)Nc3cccc(-c4nc5ccccc5o4)c3)c(C)c2cc1Cl	2.6%	?	-5.7%
CCC(C)c1ccccc1OCCn1c(CCNC(=O)C2CCCCC2)nc2ccccc21 (centres undefined)	1.3%	?	.

(cont.)
Compound	TDP1 block	DT40 TDP1 no CPT	KAT2A inh
CC(OC(=O)[C@H](C)NC(=O)c1ccccc1Cl)C(=O)NCc1ccc2c(c1)OCO2 (some centres undefined)	-12.7%	-0.3%	-4.6%
Cc1cccc(C(=O)Nc2ccccc2C(=O)NCc2cccnc2)c1	-6.2%	-2.0%	-10.9%
Cc1onc(-c2ccccc2Cl)c1C(=O)Nc1ccc(S(=O)(=O)N2CCCC2)cc1	-1.2%	?	2.4%
Cc1nnc(NC(=O)C(c2ccccc2)c2ccccc2)s1	-0.7%	?	-8.8%
CCCn1c(SCC(=O)NC2CCCC2)nnc1-c1ccccn1	.	4.5%	-12.5%
COc1ccc2nc(C)cc(N3CCN(S(=O)(=O)c4ccccc4F)CC3)c2c1	2.5%	3.26µM*	0.3%
COc1ccc2c(c1)c(C(C)=O)c(C)n2CCc1ccc(OC)c(OC)c1	.	-13.4%	-1.8%
CC(=O)Nc1ccc(S(=O)(=O)N2CCC(C(=O)NC3CC3)CC2)cc1	3.4%	15.7%	-20.3%

Following part.
Compound	TDP1 block	DT40 TDP1 no CPT	KAT2A inh
O=c1cc(-c2cccc(F)c2)[nH]c2ccccc12	7.1%[234 µM]	0.581µM*	17.3%[135 µM]
CCCCNc1sc(S(=O)(=O)CCC)nc1S(=O)(=O)c1ccc(C)cc1	5.1%	20.6µM*	-3.5%
COc1ccc(CCNC(=O)Cn2cnc3c(cnn3C(C)(C)C)c2=O)cc1OC	1.0%	-4.5%	-2.9%
O=C1CCC(=O)N1c1nc2nc(-c3ccccc3)cc(-c3ccccc3)n2n1	4.4%	-13.2%	-1.0%
Oc1ccc(Br)cc1-c1cc(-c2ccccc2F)[nH]n1	4.7%	?	-0.2%
O=C(NCCC1=CCCCC1)C(=O)NCC1OCCCN1S(=O)(=O)c1ccc(F)cc1 (centres undefined)	-7.2%	?	-25.8%
COc1cc(/C=C/C(=O)OCC(=O)N2c3ccccc3NC(=O)C2(C)C)cc(OC)c1OC	-0.1%	10.3µM*	-0.6%
Cc1ccc(-n2ncc3c(=O)n(CC(=O)NCc4ccco4)cnc32)cc1C	5.2%	6.51µM*	-0.9%

Further results follow:
Compound	TDP1 block	DT40 TDP1 no CPT	KAT2A inh
COc1ccc(CCNC(=O)c2ccc(Cn3c(=O)c4ccccc4n(Cc4cccc(Cl)c4)c3=O)cc2)cc1OC	3.6%	10.3µM*	-13.0%
O=C(Nc1ccccc1Cl)C1CCCN1C(=O)OCc1ccccc1 (centres undefined)	3.3%	-1.6%	-1.8%
O=C(NCCO)c1scc2c1OCCO2	-1.1%	-9.5%	-10.8%
Cc1cc(NC(=O)CSc2nnnn2-c2ccc(C)c(Cl)c2)no1	-6.6%	-6.1%	-2.6%
N#Cc1c(NC(=O)CCC(=O)O)sc2c1CCCCC2	.	-0.1%	3.3%
O=C(COC(=O)CCC(=O)c1ccc(Cl)cc1)NCc1ccc(F)cc1	-0.2%	5.9%	-2.7%
COc1ccc(NC(=O)Cn2c(=O)n(-c3ccc(OC)c(OC)c3)c(=O)c3ccccc32)cc1	-4.5%	20.7%	-9.8%
O=C(N/N=C/c1ccco1)c1cc(-c2ccncc2)nc2ccccc12	0.4%	7.31µM*	-18.1%

(list continues)
Compound	TDP1 block	DT40 TDP1 no CPT	KAT2A inh
O=C(Nc1nccs1)C1CC=CCC1C(=O)OCC(F)(F)C(F)F (centres undefined)	-0.1%	-0.5%	-5.5%
CCCCSc1nc2sc3c(c2c(=O)n1-c1ccccc1)CCN(C)C3	.	7.31µM*	-6.9%
O=c1cc(CN2CCN(c3ccccn3)CC2)nc2sccn12	5.1%	-19.0%	-6.3%
COCCN(CC(=O)Nc1cccc(C)c1C)C(=O)Cn1c(=O)cnc2ccccc21	-0.4%	5.7%	-3.3%
Cc1cc(C(=O)CSc2nc(N)cc(=O)[nH]2)c(C)n1-c1cccc(F)c1	4.6%	4.61µM*	6.8%
Cc1ccc(C23CC4CC(CC(C(=O)NC(C(=O)O)C(C)C)(C4)C2)C3)cc1 (centres undefined)	.	-5.2%	-1.6%
CC(=O)OCC(=O)[C@@]1(O)CC[C@H]2[C@@H]3C[C@H](C)C4=CC(=O)C=C[C@]4(C)[C@H]3[C@@H](O)C[C@@]21C	.	?	-1.8%
COc1ccc(CN(C)CC2CCCN(CCc3ccc(Cl)cc3)C2)cc1OC (centres undefined)	.	?	-6.2%

(more compounds)
Compound	TDP1 block	DT40 TDP1 no CPT	KAT2A inh
COc1cc(NC(=O)CN2C(=O)COc3ccc(S(=O)(=O)NC4CCCC4)cc32)cc(OC)c1	5.0%	-19.0%	-4.6%
Cc1c(N2C(=O)SC(CC(=O)O)C2=O)c(=O)n(-c2ccccc2)n1C (centres undefined)	-12.0%	-3.1%	-11.3%
Cn1nc(C(=O)N2CCN(C(c3ccccc3)c3ccccc3)CC2)c2ccccc2c1=O	5.9%	?	?
c1ccc(C[C@H]2CN=C(Nc3ccccc3)N2CC2CCC2)cc1	-1.9%	?	-2.4%
CCCNC(=O)CSc1nnc(C)s1	4.0%	-3.3%	-8.2%
Cc1ccc(C(=O)N(C)CCOc2ccccc2)cc1S(=O)(=O)N1CCCCC1	4.3%	?	2.6%
Cc1cc([N+](=O)[O-])nn1CCCC(=O)N1CCN(c2ccc(F)cc2)CC1	5.3%	?	-3.6%
Cc1ccc(OCC(=O)Nc2nc(-c3ccccn3)cs2)c(C)c1	-0.1%	?	-3.0%

Reprinted from the part before: 5 entries; new compounds follow.
Compound	TDP1 block	DT40 TDP1 no CPT	KAT2A inh
c1ccc(C[C@H]2CN=C(Nc3ccccc3)N2CC2CCC2)cc1	-1.9%	?	-2.4%
CCCNC(=O)CSc1nnc(C)s1	4.0%	-3.3%	-8.2%
Cc1ccc(C(=O)N(C)CCOc2ccccc2)cc1S(=O)(=O)N1CCCCC1	4.3%	?	2.6%
Cc1cc([N+](=O)[O-])nn1CCCC(=O)N1CCN(c2ccc(F)cc2)CC1	5.3%	?	-3.6%
Cc1ccc(OCC(=O)Nc2nc(-c3ccccn3)cs2)c(C)c1	-0.1%	?	-3.0%
CCOC(=O)c1cnc2c(ccc3ccccc32)c1Nc1cccc(C(F)(F)F)c1	2.2%[12.3 µM]	-3.6%	-4.2%
COc1cc(C(=O)NNC(=O)c2ccoc2C)cc(OC)c1OC	8.4%	14.6%	-10.2%
CSc1ccc(CN2CCCC(CNC(=O)c3ccc(F)cc3)C2)cc1 (centres undefined)	-2.7%	10.3%	-1.4%
C=C[C@]1(C)Cc2occ(C)c2C[C@H]1C(=C)C(=O)O	1.9%	-3.8%[9.04 µM]	.
COc1ccc(NS(=O)(=O)c2ccc(N/N=C(\C)c3ccncc3)c([N+](=O)[O-])c2)cc1	3.5%	7.31µM*	-3.5%
O=C(CSc1nc2nc3c(cc2c(=O)n1-c1ccccc1)CCCC3)Nc1cccc2ccccc12	0.6%	?	-7.0%
CSCC[C@H](NC(=O)[C@@H]1CCCN1C(=O)CNC(=O)[C@H](CCCCN)NC(=O)[C@H](Cc1cnc[nH]1)NC(=O)[C@H](CO)NC(=O)[C@H](CC(C)C)NC(=O)[C@H](CCCNC(=N)N)NC(=O)[C@@H]1CCCN1C(=O)[C@H](CCCNC(=N)N)NC(=O)[C@H](CCC(N)=O)NC(=O)[C@H](CCCNC(=N)N)NC(=O)[C@H](CCCNC(=N)N)NC(=O)[C@H](Cc1ccccc1)NC(=O)[C@@H](N)CCCCN)C(=O)N1CCC[C@H]1C(=O)N[C@@H](Cc1ccccc1)C(=O)O	12.8%	.	2.1%
Nc1nc(SCC(=O)Nc2cccc(C(F)(F)F)c2)n[nH]1	.	-27.0%	0.1%

More structures.
Compound	TDP1 block	DT40 TDP1 no CPT	KAT2A inh
COc1ccc2c(CC(=O)OCC(=O)N3CCc4ccccc43)coc2c1	0.0%	18.4µM*	-2.3%
CCCOc1ccc(C2C(C#N)=C(N)Oc3nc[nH]c(=O)c32)cc1OC (centres undefined)	2.0%	-5.4%	-3.1%
Cc1nnc(OCC(=O)NCCC2=CCCCC2)c2ccccc12	-4.0%	-11.7%	-1.5%
CCc1ccc(NC(=O)CSC2=Nc3ccccc3C3=NC(CCC(=O)NCc4ccccc4)C(=O)N23)cc1 (centres undefined)	3.4%	23.1µM*	-4.3%
O=C(NCc1ccc(Cl)cc1)c1ccc(CNc2c(N3CCCC3)c(=O)c2=O)cc1	.	-25.7%	-16.3%
Cc1ccccc1NC(=O)NNC(=O)OC(C)(C)C	5.5%	-0.4%	2.5%
CC1CCN(CCCCOc2cccc(Br)c2)CC1	4.5%	?	-3.0%
CC(C)(C)n1nc2c(c1NC(=O)c1ccccc1C(F)(F)F)CS(=O)(=O)C2	3.1%	-5.1%	-2.5%

Compound activity: PubChem BioAssay, National Center for Advancing Translational Sciences (NCATS)
